ERa coact pot – enhancers of ERα–SRC-1 coactivator binding, primary screen, biochemical, TR-FRET, ERα LBD, low estradiol; Estrogen receptor (Homo sapiens), P03372; TR-FRET ERalpha-LBD/SRC-Cy5 coactivator binding, 2 h; 100 = basal binding, no effect; coactivator binding (% of control), % at 25.6 µM; actives 1.3% (n = 86,000); in the data active = activity above about 200%;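 note: binding measured in presence of low estradiol as agonist stimulus; 0% = peptide alone without receptor and 100% = receptor with peptide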
Target sequence (P03372 whole entry, looked up, the tested form may be a part): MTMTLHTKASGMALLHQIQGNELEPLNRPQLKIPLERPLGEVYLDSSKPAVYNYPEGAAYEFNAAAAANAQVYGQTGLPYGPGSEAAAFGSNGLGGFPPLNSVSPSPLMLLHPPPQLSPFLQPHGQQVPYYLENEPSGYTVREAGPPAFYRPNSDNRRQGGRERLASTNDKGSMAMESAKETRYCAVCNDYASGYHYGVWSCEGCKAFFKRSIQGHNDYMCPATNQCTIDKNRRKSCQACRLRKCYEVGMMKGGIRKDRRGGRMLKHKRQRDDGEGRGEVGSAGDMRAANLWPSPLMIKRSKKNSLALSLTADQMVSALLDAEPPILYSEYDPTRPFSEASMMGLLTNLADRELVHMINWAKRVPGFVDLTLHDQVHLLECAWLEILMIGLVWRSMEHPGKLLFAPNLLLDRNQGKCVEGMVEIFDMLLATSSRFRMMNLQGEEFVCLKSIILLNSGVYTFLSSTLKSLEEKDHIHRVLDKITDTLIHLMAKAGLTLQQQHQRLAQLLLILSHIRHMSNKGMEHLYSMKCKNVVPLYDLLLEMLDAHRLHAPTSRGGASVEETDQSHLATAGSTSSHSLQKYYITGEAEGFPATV
Smad3 inh – Smad3/FoxH1 peptide binding inhibitors, primary screen, biochemical, TR-FRET. Mothers against decapentaplegic homolog 3 (Homo sapiens), P84022. TR-FRET Smad3/Dy647-FoxH1 peptide binding, europium anti-His. inhibition, % at 25 µM. actives 0.29% (n = 88,000). AID 630, 2007;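 active = compounds that reduce the energy-transfer binding signal between the protein and its labelled peptide by more than half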;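 note: 0% = Smad3 plus labelled peptide maximal FRET and 100% = peptide-only background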
Target sequence (P84022 whole entry, looked up): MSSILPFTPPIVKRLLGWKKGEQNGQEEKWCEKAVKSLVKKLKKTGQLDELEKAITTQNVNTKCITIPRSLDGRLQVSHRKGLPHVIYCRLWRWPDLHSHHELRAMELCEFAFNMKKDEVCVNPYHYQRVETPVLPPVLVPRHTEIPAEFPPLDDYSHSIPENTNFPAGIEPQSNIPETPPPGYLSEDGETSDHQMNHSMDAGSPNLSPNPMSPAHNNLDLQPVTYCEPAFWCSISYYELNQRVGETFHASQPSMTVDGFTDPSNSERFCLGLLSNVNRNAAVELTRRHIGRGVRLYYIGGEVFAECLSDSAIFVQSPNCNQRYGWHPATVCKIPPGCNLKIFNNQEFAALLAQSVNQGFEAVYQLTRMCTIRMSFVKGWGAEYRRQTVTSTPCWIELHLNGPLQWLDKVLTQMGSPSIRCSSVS
H69AR inhibit – proliferation blockers of H69AR lung cancer cells, primary screen, cell-based, human, 86K library; H69AR lung tumor viability, ATP luminescence, 72 h; hits give low values; viability, % at 10 µM; actives 6% (n = 85,000);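 active = viability at or below 40%; inactive = viability above 40%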;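 note: multidrug resistant small cell line overexpressing MRP-1 efflux transporter; 100% = mean luminescence of untreated control wells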
Fibroblast inh – antiproliferative effect on LL 47 fibroblasts – human, LL 47 cells, CellTiter-Glo luminescence, primary screen; LL 47 human lung fibroblast viability, ATP luminescence; hits give low values; actives 1.1% (n = 85,000); viability, % at 10 µM;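 active = viability at or below 50% in the single dose screen; inactive = viability above 50%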;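 note: compound exposure lasted 72 h before the ATP readout; 100% = median luminescence of untreated cell-only wells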
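Signal: luminescent ATP detection, CellTiter-Glo; assay system: LL 47 human lung fibroblasts; input: 1,150 cells/well; incubation: overnight cell rest, 72 h compound treatment at 37 °C; measure: % viability versus median cells-only luminescence; medium: IMEM growth medium with 15% fetal bovine serum; dosing: compound addition at 0.1% DMSO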
ERb SRC1 inh – inhibitors of ERβ-SRC1 coactivator interaction, primary screen, biochemical, TR-FRET, ERβ LBD, SRC-1 peptide | Estrogen receptor beta (Homo sapiens), Q92731 | TR-FRET ER-beta LBD / SRC1-Cy5 peptide binding; receptor agonist-loaded with 1 µM estradiol | inhibition, % at 25.6 µM | actives 1.3% (n = 86,000) | AID 633, 2007;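 active = compounds whose percent inhibition of the receptor-coactivator binding signal exceeds about 50% in the single-dose screen, limit read from the data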;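 note: 0% = receptor plus peptide wells without compound and 100% = peptide-only wells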
Calb biofilm kill – clotrimazole potentiators killing Candida biofilms, primary screen, with clotrimazole, Alamar Blue; inhibition, % at 6 µM; C. albicans biofilm + clotrimazole; actives 0.14% (n = 85,000);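 active = inhibition above 20%; inactive = inhibition below 20%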;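 note: preformed 24 hr biofilms exposed to compound for 48 hr; 0% = biofilm without compound and 100% = blank killed by clotrimazole plus chlorhexidine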
HUVEC inhibit – inhibitors of HUVEC proliferation, primary screen, cell-based, 384-well. CellTiter-Glo luminescence, 72 h; hits give low values. viability, % at 10 µM (by protocol). actives 1.1% (n = 86,000). AID 648, 2007;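 active = viability at or below 30%; inactive = viability above 30%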;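 note: 100% = median luminescence of DMSO-only cell control wells on each plate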
sEH act – soluble epoxide hydrolase activators, primary screen, biochemical, human sEH; purified human sEH enzymatic activity, activator screen; activation, % at 2 µM; actives 0.04% (n = 91,000); AID 717, 2007; in the data active = activation above about 37%; note: values of inactives mirror those of a sister screen read the other way
ERa coact inh – ERα–SRC-1 coactivator interaction inhibitors, primary screen, biochemical, TR-FRET, ERα LBD, estradiol-bound | actives 1.7% (n = 86,000) | inhibition, % at 25.6 µM | TR-FRET ER-alpha LBD / SRC-1 peptide | AID 629, 2007; in the data active = inhibition above about 50%;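 note: 0% = receptor plus peptide control and 100% = peptide only without receptor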
* = called active by the depositor; x = not tested or not shown; [ ] = remark or other dose. Only part of the results is shown. The share of hits here may be higher or lower than overall.

SMILES | ERa coact pot | Smad3 inh | H69AR inhibit | Fibroblast inh | ERb SRC1 inh | Calb biofilm kill | HUVEC inhibit | sEH act | ERa coact inh
c1ccc(Cc2nn3c(Cn4cnc5ccccc54)nnc3s2)cc1 | 84.1 | 3.7 | 92.6 | 99.3 | -3.9 | 1.0 | 90.7 | 1.5 | -4.2
CN(C)c1ccc(C(c2nnnn2C(C)(C)C)N2CCc3ccccc3C2)cc1 (stereo not drawn) | 97.8 | 4.9[fluorescence artefact?] | 91.0 | 101.1 | 10.4 | 5.1 | 97.6 | x | 7.6
COc1ccc(N(CC(=O)NC2CCCC2)C(=O)Cn2nnc(-c3ccc(C)cc3)n2)cc1OC | 124.4[fluorescence artefact?] | -9.6 | 76.5 | 93.9 | -3.1 | 0.4 | 84.8 | -7.0 | 2.9
O=C1CC(c2ccccc2)C(C(=O)Nc2ccccc2F)N1 (stereo not drawn) | 138.4 | 7.6[fluorescence artefact?] | 95.3 | 108.5 | -10.1 | 7.3 | 108.5 | x | -2.0
O=C(C1CCN(C2CC(=O)N(c3ccc(F)cc3)C2=O)CC1)N1CCOCC1 (stereo not drawn) | 115.6 | -8.1 | 106.8 | 98.9 | -9.1[fluorescence artefact?] | 5.3 | 105.5 | -1.9 | -16.7
COc1ccc(C(=O)Nc2cccc(C(=O)N3CCCC3)c2)cc1 | 138.9 | -8.4 | 98.4 | 99.8 | 0.1 | 10.1 | 92.6 | -8.3 | 3.6
COC(=O)c1c(NC(=O)C(C)C)sc2c1C(C(=O)OC)CC2 (stereo not drawn) | 182.2[fluorescence artefact?] | -0.4[fluorescence artefact?] | 64.1 | 105.5 | -21.2 | 3.4 | 83.0 | -7.5 | -21.2
Cc1nc2ccccn2c1C(=O)NCc1ccc2c(c1)OCO2 | 107.3 | -8.0 | 91.6 | 94.4 | -3.4 | -7.9 | 90.2 | 2.8 | 0.1
CCN(c1cccc(C)c1)c1ncnc2nc[nH]c12 | 89.5 | -7.3 | 85.5 | 109.0 | 12.0 | 8.7 | 90.2 | x | 3.1
COC(=O)c1cc(Br)c(=O)n(Cc2ccc(OC)c(OC)c2)c1 | 101.2 | -4.7 | 106.6 | 92.4 | 7.6[fluorescence artefact?] | 1.9 | 96.0 | x | 6.4[fluorescence artefact?]
COc1cc(-c2nnn(CC(=O)NC3CCS(=O)(=O)C3)n2)ccc1OCc1ccccc1 (stereo not drawn) | 116.6 | -1.3 | 88.6 | 95.6 | -15.3 | 1.8 | 93.3 | -2.0 | -13.8
Cc1c(C(=O)O)oc2ccc(S(=O)(=O)N3CCC(C)CC3)cc12 | 119.6 | -3.1 | 95.4 | 87.0 | -2.1 | 4.3 | 89.0 | x | 2.8[fluorescence artefact?]
COC(=O)c1ccc2c(=O)n(CCCCCC(=O)NCc3ccccc3)c(=O)[nH]c2c1 | 72.3[fluorescence artefact?] | 2.3 | 78.8 | 99.5 | 52.4*[fluorescence artefact?] | 5.2 | 88.4 | -41.1 | 84.7*[fluorescence artefact?]
O=C(O)c1ccc(-n2cccc2)cc1O | 80.5 | -1.3 | 96.9 | 113.5 | 17.0 | 3.2 | 92.0 | x | 17.2
CN(C)S(=O)(=O)c1cccc(C(=O)N2CCN(Cc3ccccc3)CC2)c1 | 129.2 | 6.1[fluorescence artefact?] | 93.7 | 106.1 | 0.9 | 7.2 | 96.4 | 12.0 | 2.3

Taken from the listing for reference:
SMILES | ERa coact pot | Smad3 inh | H69AR inhibit | Fibroblast inh | ERb SRC1 inh | Calb biofilm kill | HUVEC inhibit | sEH act | ERa coact inh
CN(C)c1ccc(C(c2nnnn2C(C)(C)C)N2CCc3ccccc3C2)cc1 (stereo not drawn) | 97.8 | 4.9[fluorescence artefact?] | 91.0 | 101.1 | 10.4 | 5.1 | 97.6 | x | 7.6
COc1ccc(N(CC(=O)NC2CCCC2)C(=O)Cn2nnc(-c3ccc(C)cc3)n2)cc1OC | 124.4[fluorescence artefact?] | -9.6 | 76.5 | 93.9 | -3.1 | 0.4 | 84.8 | -7.0 | 2.9

Following part
SMILES | ERa coact pot | Smad3 inh | H69AR inhibit | Fibroblast inh | ERb SRC1 inh | Calb biofilm kill | HUVEC inhibit | sEH act | ERa coact inh
COc1ccc(OC)c(NS(=O)(=O)c2cc(OC)ccc2OC)c1 | 78.6[fluorescence artefact?] | -2.5 | 84.3 | 100.2 | 17.5 | 0.3 | 85.2 | -3.1 | 10.2[fluorescence artefact?]
CCN(CC)S(=O)(=O)c1ccc2nc(COC(=O)c3n[nH]c4ccccc34)[nH]c2c1 | 96.2 | 4.3[fluorescence artefact?] | 90.6 | 108.8 | 25.1 | 2.9 | 98.0 | 13.6 | 26.0[fluorescence artefact?]
O=C(CSc1nnc(CNC(=O)c2ccccc2F)o1)c1ccccc1 | 102.5 | -3.2 | 104.4 | 93.0 | 17.1 | 7.8 | 112.6 | -11.0 | -0.2
O=C(Nc1ccc2c(c1)OCO2)c1ccc(Br)c(S(=O)(=O)N2CCCC2)c1 | 98.9[fluorescence artefact?] | 8.1 | 55.2 | 95.9 | -8.8 | 9.8 | 77.1 | -76.6 | -11.2
CC(=O)c1ccc(NC(=O)C2CCCN2S(=O)(=O)c2ccc(C)cc2)cc1 (stereo not drawn) | 95.8 | 7.5 | 93.1 | 96.9 | 6.5 | 5.7 | 92.0 | x | 3.2
COc1ccc(-c2cnc(SCC(=O)Nc3cc(C)on3)n2Cc2ccco2)cc1 | 102.2 | -7.5 | 91.4 | 93.2 | -2.0 | 13.1 | 87.9 | -44.3 | 4.2
O=C(O)Cn1c(SC2CCCCC2)nc2ccccc21 | 99.7 | 13.6 | 93.1 | 89.8 | -0.8[fluorescence artefact?] | 9.0 | 90.2 | 5.2 | 7.4
C1CCN(c2nc(N3CCCCC3)nc(N3CCNCC3)n2)CC1 | 130.3 | -2.9[fluorescence artefact?] | 0.4* | 85.2 | -1.9 | 4.9 | 86.5 | 4.0 | -1.7
CS(=O)(=O)N1CCCC(C(=O)NCCc2ccc(Cl)cc2)C1 (stereo not drawn) | 121.7 | -4.4 | 101.8 | 85.2 | 11.8 | 4.2 | 82.0 | -18.4 | 3.3
CC1(C)CC2CC(C)(CN2C(=O)c2cc(-c3ccccc3O)on2)C1 (stereo not drawn) | 90.1 | 8.9[fluorescence artefact?] | 15.8* | 84.6 | 1.7 | 3.4 | 90.8 | 5.1 | -5.8
CN(CC(=O)Nc1ccc2c(c1)OCCO2)S(=O)(=O)c1cccc2cccnc12 | 103.5 | 4.7 | 86.7 | 104.2 | -11.8 | 7.9 | 103.2 | -4.9 | -5.8
COC(=O)CSc1n[nH]c(-c2ccncc2)n1 | 106.6 | 0.8 | 104.7 | 99.1 | -4.5 | 6.8 | 95.8 | -7.2 | -7.1
COCCn1c(COc2ccc(OC)cc2)nc2ccccc21 | 124.4 | -14.3 | 91.7 | 90.7 | -3.6[fluorescence artefact?] | 4.8 | 107.5 | -18.1 | -3.5
Cc1ccc(S(=O)(=O)Nc2nc3ccccc3nc2N2CCN(c3ccccc3F)CC2)cc1 | 102.3 | 9.7 | 100.8 | 97.8 | 4.0[fluorescence artefact?] | -0.2 | 74.9 | 19.4 | 8.4
COc1ccc(-c2nnc(SCC(=O)NC(=O)NCc3ccco3)o2)cc1 | 115.8 | 9.6 | 85.6 | x | 2.3 | 1.3 | 106.7 | 4.2 | 9.6
COc1ccc(C2NC3=C(CCC3)C3(C#N)C4(N=C(N)C23C#N)OCCO4)cc1 (stereo not drawn) | 128.0[fluorescence artefact?] | 0.8 | 95.5 | 100.6 | -5.0 | 5.1 | 95.0 | -7.3 | -9.7
Cc1cc(=O)oc2cc(NC(=O)C3CC(=O)N(Cc4ccccc4)C3)ccc12 (stereo not drawn) | 89.4 | 6.3 | 96.1 | 103.5 | 8.2 | 1.2 | 89.3 | -4.7 | 4.4
CC(=O)CCc1c(C)[nH]c2ccc(NC(C)=O)cc2c1=O | 125.1 | 0.9 | 93.0 | 102.8 | -0.8 | x | 101.5 | -18.7 | 7.6
CC(=O)c1cnc(Nc2nc(C)c3ccc(C)cc3n2)nc1C | 110.3 | 10.4 | 94.0 | 93.1 | -4.5 | 6.8 | 101.3 | 2.1 | -3.8
CCN(CC)C(=O)Oc1ccccc1NC(C)=O | 120.2[fluorescence artefact?] | -3.3 | 95.5 | 110.7 | 1.2 | 7.8 | 91.6 | 0.2 | 0.2
COc1cc(OC)cc(C(=O)Nc2ccc(S(=O)(=O)Nc3cc(C)nc(C)n3)cc2)c1 | 122.6 | 11.7 | 105.2 | 101.5 | -2.1 | 2.2 | 89.2 | -6.1 | -5.6
Nc1cccc(C(=O)Nc2ccc(N)cc2Cl)c1 | 103.0 | -5.4 | 90.5 | 104.2 | -6.5[fluorescence artefact?] | 0.2 | 99.9 | -0.5 | 1.8
CCCCN(CC)CCNS(=O)(=O)c1ccc2c(c1)oc(=O)n2C | 75.4[fluorescence artefact?] | 0.1 | 94.0 | 91.8 | 15.7[fluorescence artefact?] | 4.2 | 87.9 | x | 0.3
Cc1ccc(S(=O)(=O)Cn2cnnn2)cc1 | 87.9 | -9.1 | 91.8 | 97.8 | 4.2 | 4.6 | 86.1 | x | 5.7
CC(C)(C)c1cc(CN2CCOCC2)c(C(=O)O)o1 | 94.5 | -0.5 | 94.0 | 102.0 | 0.9 | -0.5 | 90.0 | 6.0 | -5.3
O=C(c1ccco1)N1CCN(C(=O)c2ccc(COc3ccc(Cl)cc3Cl)o2)CC1 | 80.3 | -10.9 | 54.5 | 84.2 | -2.8 | 6.2 | 74.2 | -3.8 | -0.1
O=C(CSc1nnc(-c2c[nH]c3ccccc23)o1)N1CCCCC1 | 85.0[fluorescence artefact?] | -4.2 | 103.0 | 107.5 | -4.6 | 5.2 | 103.3 | 7.7 | 15.5
Cc1ccc(C2N(c3ccc(F)cc3)C(=O)C3CCCN32)cc1 (stereo not drawn) | 143.1 | -2.1 | 95.9 | 95.4 | -5.6 | 3.4 | 98.7 | 10.5 | -8.3
O=c1oc2ccccc2cc1-c1nc(-c2cccs2)cs1 | 87.4 | -10.9 | 76.7 | 94.7 | -1.4 | 1.7 | 84.1 | 3.0 | -10.1
Fc1ccccc1N1CCN(CCCNc2ccc3nncn3n2)CC1 | 115.5 | 1.9 | 95.7 | 95.9 | -3.9 | 12.4 | 86.8 | x | -9.5[fluorescence artefact?]
CN1C(=O)NC(NC(=O)C2CCCCC2)(C(F)(F)F)C1=O (stereo not drawn) | 116.0 | -2.2 | 98.0 | 101.8 | 4.0 | -3.9 | 99.2 | 8.4 | -21.2
CCC(=O)Nc1cccc(NC(C)=O)c1 | 26.9[fluorescence artefact?] | 12.9 | 108.9 | 102.9 | 78.4* | 0.9 | 107.3 | -10.3 | 84.2*[fluorescence artefact?]
CCCCC(=O)Nc1ccc(C(=O)N2CCC(C(=O)OCC)CC2)cc1 | 91.1 | 3.8 | 81.2 | 93.7 | -12.7 | 7.2 | 85.2 | 4.0 | -2.2
CC(C)(C)C(=O)NC1CCN(S(=O)(=O)c2ccc(C(F)(F)F)cc2)CC1 | 144.0 | 2.7 | 92.9 | 104.0 | 5.7[fluorescence artefact?] | 3.0 | 104.1 | -0.5 | 5.6[fluorescence artefact?]

Compound activity as filed in PubChem BioAssay.
